Bioassay records: PubChem BioAssay, Sanford-Burnham Center for Chemical Genomics
hIAP inh – blocks human intestinal alkaline phosphatase; P09923; purified IAP, CDP-Star luminescence, 30 min; inhibition, % at 10 µM; hit rate 0.12% among 330,000; AID 2544;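 active = inhibition reaching a set limit with compound at 10 µM in the primary screen, cut at about 35% in these data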;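 also: plate controls were DMSO wells with enzyme for no effect and no-enzyme buffer wells for full effect; values of inactives mirror those of a sister screen read the other way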
Target sequence (P09923 whole entry, looked up): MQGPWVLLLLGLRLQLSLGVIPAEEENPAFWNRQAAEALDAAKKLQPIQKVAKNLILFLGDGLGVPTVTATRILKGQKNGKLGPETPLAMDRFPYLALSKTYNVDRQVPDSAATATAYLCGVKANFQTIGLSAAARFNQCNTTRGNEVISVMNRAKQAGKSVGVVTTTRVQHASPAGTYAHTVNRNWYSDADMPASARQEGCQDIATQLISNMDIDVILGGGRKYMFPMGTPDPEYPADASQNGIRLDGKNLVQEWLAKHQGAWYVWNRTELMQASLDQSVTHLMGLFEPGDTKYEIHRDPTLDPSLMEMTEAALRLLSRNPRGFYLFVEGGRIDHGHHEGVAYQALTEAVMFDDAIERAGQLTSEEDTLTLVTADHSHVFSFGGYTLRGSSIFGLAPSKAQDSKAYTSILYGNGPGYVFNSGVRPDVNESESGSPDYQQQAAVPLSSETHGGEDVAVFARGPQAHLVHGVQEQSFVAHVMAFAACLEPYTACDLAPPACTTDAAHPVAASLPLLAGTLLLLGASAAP
SENP1 FRET inh – blocks the human SENP1 SUMO protease catalytic domain | Q9P0U3 | recombinant SENP1 catalytic domain, CyPet-SUMO1-YPet FRET cleavage | inhibition, % at 10 µM | hit rate 0.21% among 360,000;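 active = inhibition at least 30% at 10 µM, raw YFP signal under a set limit, fluorescence ratio 0.5 to 1.5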;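 also: 0% = enzyme with DMSO and 100% = no enzyme wells; some results filed as inactive read as strong as hits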
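Test system: hSENP1 catalytic domain, recombinant; Amount: 20 pM final SENP1 enzyme; Medium: Tris pH 8 buffer plus EDTA, NaCl, BME, BSA, NP40, catalase; Schedule: 50 min enzyme reaction, room temperature, light-protected; Technique: FRET fluorescence in CFP and YFP emission channels; Controls: no-enzyme wells low, DMSO-plus-enzyme wells high control.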
NALP3 yeast inh – inhibitors of NALP3 inflammasome in yeast; Yeast reconstituted NLRP3/ASC/caspase-1, beta-gal luminescence, 24 h; inhibition, % at 10 µM; hit rate 0.39% among 330,000; AID 2825;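 active = inhibition of 50% or more; inactive = inhibition below 50%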;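 also: plate controls were induced DMSO wells for no effect and uninduced yeast grown without galactose for full effect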
A3G deaminase – inhibitors of human APOBEC3G DNA deaminase | hit rate 0.28% among 330,000 | AID 493012 | Q9HC16 | recombinant A3G, ssDNA deamination FAM/TAMRA fluorescence | inhibition, % at 20 µM;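 active = inhibition of at least 40% at 20 µM, with no more than 30% in the related APOBEC3A deaminase screen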;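 also: plate controls were DMSO wells with A3G for no effect and wells lacking A3G enzyme for full effect; some compounds called inactive have numbers as strong as hits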
Target sequence (Q9HC16 whole entry, looked up): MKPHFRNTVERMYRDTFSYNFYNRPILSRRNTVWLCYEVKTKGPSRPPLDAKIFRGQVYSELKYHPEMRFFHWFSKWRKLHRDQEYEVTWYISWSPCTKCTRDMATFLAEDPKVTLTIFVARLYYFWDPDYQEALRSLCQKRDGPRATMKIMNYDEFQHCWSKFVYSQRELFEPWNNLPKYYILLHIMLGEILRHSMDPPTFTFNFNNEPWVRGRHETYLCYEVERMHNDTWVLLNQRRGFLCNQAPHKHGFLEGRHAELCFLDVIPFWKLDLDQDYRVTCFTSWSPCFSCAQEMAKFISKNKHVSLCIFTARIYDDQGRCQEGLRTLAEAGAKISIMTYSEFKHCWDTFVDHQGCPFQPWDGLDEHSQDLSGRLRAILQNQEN
mIAP act – mouse IAP activation. muIAP, CDP-Star luminescence, 30 min; stronger effect = higher value; 1 = vehicle-only enzyme signal, 0 = enzyme-free wells. activation factor at 10 µM. hit rate 0.24% among 330,000. AID 2805;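 active = activation factor of at least 2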; also: the source names both 10 and 20 µM as test concentration; values of inactives mirror those of a sister screen read the other way
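Assay system: mouse IAP enzyme; Reagent: CDP-Star chemiluminescent phosphatase substrate; Compound: DMSO-dissolved test compounds; Incubation: 30 min, room temperature; Technique: luminescence from enzymatic CDP-Star hydrolysis; Controls: DMSO-only wells and no-enzyme negative control.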
A3A deaminase – human APOBEC3A DNA deaminase inhibition | hit rate 0.41% among 330,000 | inhibition, % at 20 µM | recombinant A3A, FAM/TAMRA ssDNA deamination fluorescence | P31941;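 active = at least 40% inhibition at 20 µM here, with at most 30% in a related deaminase screen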;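 also: plate controls were A3A with DMSO for no effect and wells lacking A3A enzyme for full effect; some results filed as inactive read as strong as hits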
mIAP block – blocks mouse intestinal alkaline phosphatase | purified mouse IAP, CDP-Star luminescence, 30 min | inhibition, % at 10 µM | hit rate 0.2% among 330,000 | AID 2806;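 active = inhibition of at least 40% at 10 µM in the primary screen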;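 also: plate controls were DMSO with enzyme for no effect and no enzyme wells for full effect; values of inactives mirror those of a sister screen read the other way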
MIN6 prolif – inducers of beta-cell replication in MIN6 cells | MIN6 cells proliferation, ATPlite luminescence, 48 h; cells starved in 0.2% serum; 100% = growth in 10% serum | proliferation, % at 10 µM | hit rate 0.29% among 330,000 | AID 2380;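 active = compounds whose signal lies at least 3.5 SD above the mean of all wells on their plate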;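 also: 0% = DMSO-treated cells in low-serum medium and 100% = 10% serum control; some compounds called inactive have numbers as strong as hits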
hIAP activ – human IAP activation | AID 2524 | P09923 | hit rate 0.16% among 330,000 | activation factor at 10 µM | purified human IAP, CDP-Star luminescence, 30 min; stronger effect = higher value; 1 = vehicle-only enzyme, 0 = enzyme-free background;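 active = activation factor of the enzyme at least 2-fold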; also: the source names both 10 and 20 µM as test concentration; values of inactives mirror those of a sister screen read the other way
Numbers without * were called inactive; / = not tested or not shown; & = joins results of further samples.

Order of values – hIAP inh	MIN6 prolif	A3G deaminase	A3A deaminase	hIAP activ	NALP3 yeast inh	mIAP act	SENP1 FRET inh	mIAP block
COC(=O)C[C@H]1c2cc(C(F)(F)F)ccc2S(=O)(=O)N1Cc1ccc(OC)cc1
→ 0	-1	-1	0	1	7	1.1	2	-7
Cc1cccc(C)c1OCCOCCN1CCN(C)CC1
→ 11	2	-8	-6	0.89	-9	0.98	4&1	2
CCOC(=O)C1CCN(C(=O)CCCNC(=O)Cn2cnc3sc(C)c(C)c3c2=O)CC1
→ -13	-3	-13	-4	1.1	9	1	1	-1
Cc1ccc(CNC(=O)COC(=O)c2cnc(C)cn2)cc1
→ -20	0	2	-3	1.2	10	0.99	-4	1
COC(=O)c1cc(CN2C(=O)c3ccccc3C2=O)c(O)c([N+](=O)[O-])c1
→ 8	1	3	-1	0.92	2	1	2	-5
CC(=O)Oc1ccc2nc(CN3C(=O)c4ccc([N+](=O)[O-])cc4C3=O)oc(=O)c2c1
→ -7	-1	-1	0	1.1	1	1.1	2	-6
CCCCCc1nnc(NC(=O)Cc2cccs2)s1
→ -8	-3	16	28	1.1	34	0.95	-8	5
CCc1sc(C(=O)Nc2ccc(OC)c(S(=O)(=O)N3CCOCC3)c2)cc1C
→ 5	-1	-6	-1	0.95	28	1.2	-1	-17
CCc1noc(C)c1C(=O)N1CCCC1
→ -12	0	-6	-1	1.1	0	1	1	0
COc1ccc(-c2ccc(=O)n(Cc3c(F)cccc3Cl)n2)cc1
→ 16	-2	-4	2	0.84	30	1	-3	0
CN(C)CCNC(C(=O)Nc1cccc(C(F)(F)F)c1)c1ccccc1 (stereo not given)
→ -24	-4	-4	1	1.2	9	1.1	2	-8
COc1c2occc2c(OC)c2c(=O)cc(C)oc12
→ 8	-1	1	-3	0.92	-6	0.97	2	3
CCOC(=O)c1c(C)[nH]c(C)c1S(=O)(=O)NCCc1ccco1
→ -2	1	-3	-5	1	13	0.94	1	6
CCO/C=C1/C(=O)N(Cc2ccccc2)C(=O)c2ccccc21
→ 10	0	-4	-4	0.9	14	1	-35	-3
CCCN1Cc2cccc(C(=O)NCc3ccccc3)c2C1=O
→ 3	5	1	3	0.97	3	1.1	1	-7

Order of values – hIAP inh	MIN6 prolif	A3G deaminase	A3A deaminase	hIAP activ	NALP3 yeast inh	mIAP act	SENP1 FRET inh	mIAP block
Cc1csc(Sc2ccc(C(=O)OCC(=O)Nc3ccc(F)cc3[N+](=O)[O-])cc2[N+](=O)[O-])n1
→ 7	0	-5	-3	0.93	16	0.95	1	5
CCC(c1nnnn1Cc1cccs1)N1CCN(C(=O)c2ccco2)CC1 (stereo not given)
→ 7	-2	-8	-2	0.93	11	1	-1	-2
CCOC(=O)Cn1cc([N+](=O)[O-])c(OC)n1
→ 1	1	-1	3	0.99	-8	1	1	-4
Cc1cc(Cn2ccnc2)c(C)c([N+](=O)[O-])c1Cn1ccnc1
→ -4	1	-6	-2	1	-4	0.97	0	3
O=C(CN1CCN(Cc2ccccc2)CC1)N1CCN(c2ccccc2)CC1
→ -6	-3	-5	1	1.1	13	1	0	-3
CC(=O)Nc1ccc(S(=O)(=O)NC(CC(=O)NCCc2ccccc2)C(C)C)cc1 (stereo not given)
→ 4	-1	1	1	0.96	14	1.1	-1	-13
CCOC(=O)N1CCN(c2c(NCCCN(CC)Cc3ccccc3)c(=O)c2=O)CC1
→ 3	-3	-8	-8	0.97	-4	1.1	2	-7
O=C(Nc1ccccc1F)Nc1cccnc1Cl
→ -32	-3	-9	-4	1.3	-9	1.1	2	-9
CC(=O)c1cccc(NC(=O)c2ccc(OCc3c(C)noc3C)cc2)c1
→ 3	0	-5	1	0.97	1	1	2	-1
CCOC(=O)Cc1nc2cc(Cl)ccc2o1
→ 4	-3	-14	-2	0.96	19	1.1	-2	-15
CCN(CC)S(=O)(=O)c1ccc(/C(O)=C2/C(=O)C(=O)N(CCOC)C2c2ccccc2)cc1 (stereo not given)
→ -1	-2	-5	1	1	11	1	-1	-4
C=CCNC(=S)Nc1ccc(C)cc1[N+](=O)[O-]
→ 10	3	-16	-5	0.9	-12	1.1	1	-12
CC1CC(C)CN(CCCSc2ccccc2)C1 (stereo not given)
→ 8	6	-3	7	0.93	24	0.99	2	1
COc1cc(C=O)ccc1Oc1nc(Nc2ccc(F)cc2F)nc(N2CCOCC2)n1
→ 10	0	-4	-2	0.9	9	0.95	-1	5
O=S1(=O)CCN(OCc2ccc(F)cc2Cl)CC1
→ -5	2	11	4	1.1	34	0.96	3	4

Order of values – hIAP inh	MIN6 prolif	A3G deaminase	A3A deaminase	hIAP activ	NALP3 yeast inh	mIAP act	SENP1 FRET inh	mIAP block
CCOC(=O)C1CCCN(C(=O)Cn2ncc3c([nH]c4ccc(C)cc43)c2=O)C1 (stereo not given)
→ -2	-1	3	3	1	0	1.1	1	-6
O=C(Cn1nc(-c2ccccc2)ccc1=O)NCCN1CCN(c2cccc(Cl)c2)CC1
→ 12	0	-7	0	0.89	16	0.95	2	5
Cc1nc(Nc2nc3ccccc3o2)nc(C)c1C(=O)Nc1ccc(F)cc1
→ -34	-2	-5	1	1.3	8	0.9	2	10
NC(=O)C1(N2CCCCC2)CCN(C(=O)CSc2nc3ccccc3s2)CC1
→ 14	0	-9	-7	0.86	10	1.1	-1	-5
CCCCCNC(=O)CC1Nc2c3ccccc3nc(=S)n2C1=O (stereo not given)
→ -3	-3	11	-1	1	1	0.97	2	3
COc1ccc2c(c1OC)C(=O)OC2Nn1cncn1 (stereo not given)
→ -6	-1	-2	1	1.1	0	1	4	0
CC(=O)Nc1ccc2ccc3cccc4ccc1c2c34
→ -32	2	-2	4	1.3	35	1	-32	-5
CC(=O)NC(Cc1ccccc1)C(=O)NC1CCN(C(=O)c2ccc([N+](=O)[O-])cc2)CC1 (stereo not given)
→ 16	-2	-4	-4	0.84	4	0.95	1	5
COc1ccccc1-c1noc(-c2ccccc2)n1
→ 17	-4	6	0	0.83	10	0.91	3	9
O=C(NC(=S)Nc1cccc2cc(O)ccc12)c1ccccc1Br
→ 13	-7	5	0	0.87	37	0.98	1	2
Cc1occc1C(=O)N/N=C/c1ccc[nH]1
→ -14	2	-8	-2	1.1	13	0.95	0	5
Cc1ccc(N(C(=O)C(F)(F)F)C(C(=O)NC2CCCCC2)c2ccncc2)cc1C (stereo not given)
→ 12	-2	-5	-3	0.88	-4	0.97	1	3
CC(=O)N1CC(C)Sc2ccc(S(=O)(=O)NCc3ccc(F)cc3)cc21 (stereo not given)
→ -4	2	4	1	1	3	1	1	0
O=C(O)CCC(=O)OCCCc1cc2ccccc2c(=O)o1
→ 13	-1	-7	-1	0.87	13	1.1	-1	-10
N#C/C(=C/c1ccc(N2CCOCC2)o1)c1ccc(Br)cc1
→ 6	-7	16	-9	0.94	42	0.84	10	16

Order of values – hIAP inh	MIN6 prolif	A3G deaminase	A3A deaminase	hIAP activ	NALP3 yeast inh	mIAP act	SENP1 FRET inh	mIAP block
CCCCOc1ccc(C(=O)NN2CCOCC2)cc1
→ -10	-3	-4	-2	1.1	15	1.1	-2	-15
C=CCSc1nnc2n(CCc3ccccc3)c(=O)c3c4c(sc3n12)COC(C)(C)C4
→ 1	-3	3	2	0.99	18	1.1	4	-13
Cc1cc(C(=O)OCC(=O)c2cccc([N+](=O)[O-])c2)c2ccccc2n1
→ 8	-1	-12	-4	0.93	7	0.97	0	3
O=C(CCNC(=O)C1CCN(S(=O)(=O)c2ccc(F)cc2)CC1)Nc1ccccc1
→ -32	-2	2	-4	1.3	-9	1	1	-3
CC(=O)Nc1ccc(NC(=O)CCS(=O)(=O)c2ccc3c(c2)oc(=O)n3C)cc1
→ -27	1	-4	-2	1.3	9	0.98	0	2
CN(C)S(=O)(=O)c1ccc2c(c1)nc(CCC(=O)Nc1ccc(N3CCOCC3)cc1)n2C
→ 0	-1	-6	-1	1	6	0.98	3	2
CNc1nc(CCN2C(=O)c3ccccc3C2=O)cs1
→ 4	-1	-8	-7	0.96	-1	0.92	3	8
CCOC(=O)C1CCN(C(=O)CSc2ccccc2Cl)CC1
→ 3	-3	-6	-3	0.97	12	0.93	0	7
Nc1cc2c([N+](=O)[O-])cccc2o1
→ 7	1	-8	-7	0.93	28	1	63*	-2
Cc1ccc(C2Nc3ccccc3-c3nc4ccccc4n32)o1 (stereo not given)
→ -4	-1	-3	-3	1	8	0.95	-5	5
c1ccc(CCn2c(C3CC3)nc3ccccc32)cc1
→ 9	-1	-5	-3	0.91	12	0.91	2	10
Cc1cccc(S(=O)(=O)c2c(C)cc(C)[nH]c2=O)c1
→ -9	1	-7	-1	1.1	11	0.99	2	1
O=C(COc1ccc2ccc(=O)oc2c1)NC(Cc1ccc(Cl)cc1)C(=O)O (stereo not given)
→ -17	2	-4	-3	1.2	6	0.97	2	2
COc1ccc(CN(C(=O)c2ccco2)C2CCS(=O)(=O)C2)cc1 (stereo not given)
→ -14	-2	-8	72*	1.1	1	1	1	-2
C#CCSc1nncn1C(=O)/C=C/c1ccccc1
→ 5	-1	-6	-2	0.95	0	1.1	/	-14

Order of values – hIAP inh	MIN6 prolif	A3G deaminase	A3A deaminase	hIAP activ	NALP3 yeast inh	mIAP act	SENP1 FRET inh	mIAP block
CCC1CCCCN1CCCNC(=O)c1c(O)nc2ccccn2c1=O (stereo not given)
→ 7	0	-4	-5	0.93	16	0.94	-2	6
CC1CCc2nc3ccc(S(=O)(=O)N4CCC(C(=O)N5CCCCC5)CC4)cc3c(C(=O)O)c2C1 (stereo not given)
→ -2	-3	-10	-1	1	5	1	-7	-3
Cc1c(NC(=S)NC(=O)c2ccccc2Br)c(=O)n(-c2ccccc2)n1C
→ -14	0	-4	-2	1.1	-2	0.99	1	1
CCOCCNC(=O)c1ccccc1C(=O)NCCOCC
→ -2	4	-5	-1	1	1	1	1	-2

Only part of the results is shown; count on the stated rates, not on these rows.
